DRD3 agonist – D3 dopamine receptor (human) agonism | P35462 | D3R DiscoveRx beta-arrestin cells, luminescence, 90 min | max activation, % | 410,000 tested, 0.58% active | AID 652048; in the data active = max activation above about 30%; note: 0% is about no effect; mostly tested at two doses, the higher about 12 µM
Target sequence (P35462 whole entry, looked up): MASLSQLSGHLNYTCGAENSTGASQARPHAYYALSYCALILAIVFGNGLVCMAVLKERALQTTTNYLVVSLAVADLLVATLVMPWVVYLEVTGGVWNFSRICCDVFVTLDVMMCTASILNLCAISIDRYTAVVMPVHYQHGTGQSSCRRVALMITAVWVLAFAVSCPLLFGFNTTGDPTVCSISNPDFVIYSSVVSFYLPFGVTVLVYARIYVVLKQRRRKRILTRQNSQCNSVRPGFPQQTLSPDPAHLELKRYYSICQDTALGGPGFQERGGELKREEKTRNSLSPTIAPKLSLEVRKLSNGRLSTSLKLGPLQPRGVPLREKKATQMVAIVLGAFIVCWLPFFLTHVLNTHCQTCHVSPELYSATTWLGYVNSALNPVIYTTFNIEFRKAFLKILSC
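Agonist-mode cell screen: cells plated at 1500/well and incubated overnight at 37 °C, then exposed to library compounds for 90 min at 37 °C. Detection reagent was added for 30–60 min at room temperature, and luminescence was read.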
DRD3 antagonist – D3 dopamine receptor (human) antagonism. D3R cells, DiscoveRx beta-arrestin luminescence, antagonist mode; active compounds read low. max response, negative = inhibition, %. 360,000 tested, 2.5% active; in the data active = max response below about -50%; inconclusive = no clear call, values can overlap the other calls; note: % is set by controls: 0 for no effect and ±100 for the full control effect; mostly tested at two doses, the higher about 12 µM
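Cells plated overnight at 1500 cells/well, then exposed to library compounds with dopamine controls for 90 minutes at 37 degrees C. DiscoveRx reagent added for 30–60 minutes at room temperature; luminescence read, quantitative HTS format.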
TDP43 rescue – rescues yeast growth from TDP-43 toxicity; 410,000 tested, 1.8% active; TDP-43 expressing yeast growth rescue, BacTiter-Glo, 24 h; AID 652104; Potency, µM (highest dose often 46.1 µM), without a hit: top-dose growth rescue (activation), hits mostly activators; note: potency is the fitted concentration of half-maximal effect; % of control where 0% means no effect; nearly all actives have a fitted effect of over 50% in size
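Yeast cells expressing TDP-43 under galactose induction are exposed to compounds for 24 hr at 30 deg C. BacTiter-Glo luminescence measures growth, so protective compounds score as activators.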
EPAC2 antagonist – EPAC2 (human) antagonism. Q8WZA2. EPAC2 GEF exchange of Rap1B-BODIPY-GDP, fluorescence. Potency, µM (doses to about 114 µM), for inactives: at the top dose activity, negative = inhibition, actives largely listed as inhibitors. 360,000 tested, 0.18% active. AID 720708; note: potency is the fitted concentration of half-maximal effect; % is set by controls: 0 for no effect and ±100 for the full control effect; nearly all actives have a fitted effect of over 45% in size; many of its hits are not listed in these tables
aSyn rescue – alpha-synuclein toxicity inhibition in yeast. AID 652106. Potency, µM (highest dose often 46.1 µM), for inactives: top-dose growth rescue (activation), usual class: activators. Yeast expressing alpha-synuclein, growth rescue, BacTiter-Glo, 24 h. 370,000 tested, 0.14% active; note: potency is the fitted concentration of half-maximal effect; % of control where 0% means no effect; nearly all actives have a fitted effect of over 65% in size
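Galactose-induced alpha-syn yeast (OD600=0.02, raffinose-pregrown) + pinned cpd, 24 hr, 30 deg C; growth by BacTiter-Glo luminescence. Growth restoration scores as activation.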
Abeta rescue – compounds reversing amyloid beta toxicity in yeast; yeast expressing A-beta42, growth rescue, OD600, 48 h; response scale: 0% DMSO, 100% iron-clioquinol control; Potency, µM (series often up to 46.1 µM), for the others: at the highest dose growth rescue, hits mostly activators; 410,000 tested, 0.063% active; note: potency is the fitted concentration of half-maximal effect; nearly all actives have a fitted effect of over 55% in size
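Yeast A-beta toxicity model in growth medium with pinned compounds, 48 h at 30 C; growth read as absorbance at 600 nm. Normalized to FeCl3/clioquinol equimolar mix (positive) and DMSO (negative).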
EPAC2 ag – agonists of human EPAC2 (RAPGEF4); Q8WZA2; EPAC2 activation, biochemical qHTS; response scale: 100% = 6.5 mM cAMP response; Potency, µM (titrated, usually from 154 µM), for inactives: at the highest dose activation, actives largely listed as activators; 360,000 tested, 0.079% active; note: potency is the fitted concentration of half-maximal effect; nearly all actives have a fitted effect of over 50% in size
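EPAC2 (100 nM) mixed with Rap1B loaded with BODIPY-GDP (250 nM) plus 50 uM unlabeled GDP; compounds pinned in, 5 min RT, then read every 5 min for 30 min (ex 480, em 540 nm). Normalized to cAMP control.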
FUS suppressor – suppressors of FUS proteinopathy in yeast | 390,000 tested, 0.24% active | S. cerevisiae FUS-expressing, growth rescue, OD600, 24 h | Potency, µM (doses to about 76.6 µM), for inactives: at the top dose growth rescue (activation), usual class: activators;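 note: potency is the fitted concentration of half-maximal effect; plate controls were DMSO vehicle for no effect and reference control for full effect; nearly all actives have a fitted effect of over 55% in size; some results filed as inactive show a strong effect at the top dose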
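Galactose (2%) drives FUS expression in yeast precultured in raffinose; seeding density OD 0.005. Test compounds incubated 24hr at 30C and 99% humidity before absorbance at 600 nm was measured.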
An asterisk follows results filed as active; ? = inconclusive; · = no result given; & = joins results of further samples; [ ] = another dose, or the depositor's remark. Unless noted, calls come from the whole dose curve; as a rule, active = well fitted curve in the direction sought with a large enough effect; inconclusive = small, poorly fitted or top-dose-only effect, or another doubt; inactive = no such curve, though single readings can be large; an effect the other way counts as inactive or inconclusive. Some of the compounds tested; rates above refer to the full screens.

Fields – DRD3 agonist, DRD3 antagonist, TDP43 rescue, EPAC2 antagonist, aSyn rescue, Abeta rescue, EPAC2 ag, FUS suppressor
[1] O=C(O)c1ccccc1/C=N/N1CCN(C2c3ccccc3-c3ccccc32)CC1
    0, -15, -3%, -20%, 2%, 2%, 2%, 11%
[2] Cc1ccccc1N1C(=O)C2CCCN2C1=S (stereo unspecified)
    7, -11, 11%, -9%, 5%[1.84 µM], 7%, 3%, -1%
[3] Cc1nc(-c2ccc(Cl)cc2)sc1CCNC(=O)C(=O)Nc1ccc2c(c1)OCO2
    9, ·, 0%, ·, ·, 6%, ·, -20%
[4] CC(C)C(NC(=O)c1ccccc1F)C(=O)NCCc1ccccn1 (stereo unspecified)
    8, 3, 2%, 5%, -7%, 4%, 4%, -15%
[5] COc1cccc2cc(C(=O)Nc3ccc(F)c(F)c3)c(=O)oc12
    0, ·, -10%, ·, ·, -19%, ·, 14%
[6] CC1CCCC(C)N1C(=O)COC(=O)c1ccc(S(=O)(=O)N(C)c2ccccc2)cc1 (stereo unspecified)
    1, -16, -9%, -3%, 7%, 1%, 22%, 13%
[7] CCOC(=O)c1ccccc1NC(=O)N(Cc1ccco1)C1CCN(C(C)=O)CC1
    -18, ·, -21%, ·, ·, -17%, ·, -4%
[8] Cc1cccc2nc(CSc3nnc4ccccn34)cn12
    -2, 56, 15%, 1%, -12%, -10%, -2%, 0%
[9] CCOc1ccc(-n2cc(-c3ccccc3)c3c(N4CCN(c5ccccc5OC)CC4)ncnc32)cc1
    1, ·, 19%, ·, ·, 12%, ·, -6%
[10] O=Cc1ccc2noc(-c3ccc(Cl)cc3)c2c1
    1, 4, 11%, 1%, 2%, -23%, -10%, ·
[11] COc1ccccc1NS(=O)(=O)c1cccc(NC(=O)NC2CCCCC2)c1
    3, 9, 10%, 10%, -1%, 2%, -13%, -7%
[12] Cc1ccc(NC(=O)C2C3C=CC4(O3)C2C(=O)N(CCCN2CCCC(C)C2)C4C(=O)NC2CCCCC2)cc1 (stereo unspecified)
    -15, -25, -14%, 8%, -2%, 6%, 10%, 12%
[13] COCCCNc1nc2ccccc2[nH]c1=O
    -3, 0, 11%, 7%, -12%, 6%, 5%, -55%[inhibitor]
[14] N#Cc1ccc(NC(=S)NC(=O)C2CC2)cc1
    -10, -29, 13µM*, 4%, ?, -4%, 5%, -8%
[15] COC(=O)c1cc(CNC(=O)c2sccc2-c2ccccc2)ccc1OC
    4, 20, ?, -17%, 6%, 2%, 9%, 13%
[16] Cc1ccc(NC(=O)CN2C(=O)COc3ccc(S(=O)(=O)N4CCCC4)cc32)cc1C
    3, -5, -4%, -8%, -8%, 3%, -3%, -1%
[17] CC(C)NC(=O)CSc1nc2ccccc2nc1N1CCCCC1
    -4, ·, 17%, ·, ·, -10%, ·, -7%
[18] CCOc1ccccc1NC(=O)N1CCCC(c2nc3c(nnn3Cc3ccc(C)cc3)c(=O)[nH]2)C1 (stereo unspecified)
    -2, 22, -23%, -2%, 5%, 3%, 9%, 4%
[19] CCOc1ccc(Cl)cc1-c1cc(C(=O)Nc2cc(OC)c(OC)c(OC)c2)[nH]n1
    0, 60, ?, -6%, -1%, 11%, 10%, ?
[20] Cc1ccc(OCC(=O)c2c(N)n(C)c(=O)n(C)c2=O)c([N+](=O)[O-])n1
    16, 0, -1%, 7%, -2%, 3%, 4%, -2%
[21] CC(C)Cc1nc2sc3c(c2c(=O)n1N)CC(C)(C)OC3
    16, 11, -7%, -2%, -3%, 2%, 9%, -5%
[22] O=C1NC(=Nc2ccccc2)c2c1cccc2[N+](=O)[O-]
    -3, 5, 0%, 11%, -4%, -1%, -4%, ·
[23] CC(O)[C@H]1CNCCN1CC1(c2ccccc2)CC1 (stereo partly specified)
    2, -19, 18%, 22%, -8%, 3%, 3%, -14%
[24] CC(C)c1nn2c(=O)cc(COC(=O)c3ccccc3NC(=O)C3CCCCC3)nc2s1
    -11, ·, 14%, ·, ·, -9%, ·, 3%
[25] O=C(Cn1c(=O)oc2cc(S(=O)(=O)N3CCCCCC3)ccc21)Nc1ccc(F)cc1F
    3, ·, 23%, ·, ·, -8%, ·, 9%
[26] CCCCCCNC(=O)c1cc(S(=O)(=O)N2CCc3ccccc32)ccc1F
    2, -16, 3%, 1%, -8%, -7%, 3%, -15%
[27] O=C(CCNC(=O)N1CC(=O)Nc2ccccc21)Nc1ccc(Cl)cc1
    -14, -16, -10%, 6%, 8%, 7%, 6%, -34%
[28] Cc1ccc2c(c1)NC(=O)C(CC(=O)NCCCN1CCCC1)O2 (stereo unspecified)
    1, 4, 9%, 9%, -2%, 10%, 5%, -7%
[29] Cc1ccc(C)n1-c1sc2c(c1C#N)CCCC2
    3, -12, 4%, -13%, -10%, -6%, 5%, 42%
[30] Cc1ccc(S(=O)(=O)NNC(=O)C(O)(c2ccccc2C)c2ccccc2C)cc1
    -26, -18, 2%, 0%, 13%, 3%, 1%, ·
[31] O=C(CCNC(=O)c1ccccc1Cl)Nc1nnc(C2CC2)s1
    -3, -16, 18%, -5%, -4%, -4%, 15%, 35%
[32] O=S(=O)(c1ccc(Cl)cc1)N1CN(CC2CCCO2)c2nc3ccccc3nc21 (stereo unspecified)
    3, 27, -3%, -5%, -1%, -1%, 12%, 24%
[33] CCC(C)C(=O)N1CCCC(c2nc(-c3cccs3)no2)C1 (stereo unspecified)
    -5, -12, 10%, -3%, -1%, -4%, 3%, 25%
[34] COC(=O)c1c(-c2ccc(Cl)cc2)noc1N1CCN(c2ccccc2F)CC1
    7, ·, 20%, ·, ·, -22%, ·, -15%
[35] COc1ccc(-n2nc3c(c2NC(=O)COc2ccccc2OC)CS(=O)(=O)C3)cc1
    -1, 5, 14%, -8%, -5%, -3%, -2%, -7%
[36] COc1c(/C=N/NC(=O)c2ccccc2O)c(CCN(C)C(C)=O)cc2c1OCO2
    1, 0, 12%, 15%, -20%, 12%, 7%, 7%
[37] CCN(CC)S(=O)(=O)c1ccc(NN)nc1
    4, 13, 17%, 3%, -9%, 3%, 2%, 23%
[38] Cc1noc(C)c1NC(=O)Nc1ccc2c(c1)C(=O)N([C@H](C)CO)C[C@H](C)[C@@H](CN(C)C(=O)Nc1c(C)noc1C)O2
    -5, -3, 17%, 3%, -6%, -9%, -2%, -14%
[39] COc1ccc(/C=C(\C#N)c2nc(-c3cc4c(ccc5ccccc54)oc3=O)cs2)cc1O
    2, ·, 15%, ·, -3%, -5%, ·, 7%
[40] O=C(O)c1ccc(/C=N/n2cc(-c3ccccc3)[nH]c2=S)cc1
    4, -11, 14%, 0%, -2%, -15%, -1%, -15%
[41] COc1cccc(CNC(=O)CN2C(=O)CSc3ccc(S(=O)(=O)N4CCCCC4)cc32)c1
    -9, ?, -3%, -14%, -3%, 10%, 7%, 36%
[42] COc1cccc(-c2cccc(NC(=O)C3CCN(C4CCC4)CC3)c2)c1
    2, 7, 20%, 8%, -1%, 7%, 0%, ·
[43] CC(=O)c1c(C)[nH]c(C(=O)OCC(=O)NCCC2=CCCCC2)c1C
    -24, 19, 1%, -34%, -5%, 6%, -7%, 11%
[44] Nn1c(COc2ccc(Cl)cc2)n[nH]c1=S
    -2, -3, 17%, 8%, 3%, -8%, -8%, -14%
[45] COc1cc(C(=O)NCc2nnc(SCC(=O)Nc3nc4ccccc4s3)o2)cc(OC)c1OC
    -1, -5, 2%, 10%, -4%, 3%, -2%, 44%
[46] NS(=O)(=O)c1ccc(N/N=C/c2cn(-c3ccccc3)nc2-c2cccs2)cc1
    -10, -3, -22%, 9%, -1%, -17%, 18%, ?
[47] COc1ccc(-c2nc3scc(CCNC(=O)Cc4ccc(F)cc4)n3n2)cc1
    2, ·, 0%[9.22 µM], ·, ·, 3%, ·, 13%
[48] Cc1ccc(OCC(=O)NNC(=O)C(=O)NC(C)(C)C)cc1
    -5, -14, -17%, -10%, 1%, 11%, 8%, 12%
[49] O=C(COc1ccc(S(=O)(=O)N2CCCC2)cc1)NCc1ccco1
    -2, ?, 9%, -1%, -1%, 10%, -6%, 15%
[50] COc1cccc(NC(=O)CSc2nc3ccccc3nc2N2CCOCC2)c1
    4&3, 13, 16%&4%, 7%, 12%&15%, -7%&6%, 18%, ?
[51] Cc1ccc2nc(N3CCN(c4ccc(F)cc4)CC3)c3nnnn3c2c1
    30, ·, 10%, ·, ·, -12%, ·, 4%
[52] CCOC(=O)C1=C(O)/C(=C\c2cc(C)n(-c3ccccc3F)c2C)N=C1C
    -4, -14, -11%, 2%, 1%, 21%, -3%, 27%
[53] CCOc1ccc(NC(=O)CN(c2ccc(Cl)cc2C)S(=O)(=O)c2ccccc2)cc1
    -4, ·, 7%, ·, ·, -5%, ·, 22µM*
[54] COc1ccc(-n2c(NNC(C)=O)nc3sc4c(c3c2=O)CCCC4)cc1
    -4, -15, -3%, -4%, -10%, -6%, 4%, -7%
[55] CCOc1ccc(CNS(=O)(=O)c2ccc3c(c2)CC(=O)N3C)cc1
    -2, -12, 15%, -7%, 7%, ·, 6%, 29%
[56] O=C(NCc1cccs1)c1cc(-c2cccc(Cl)c2)on1
    -2, -9, -3%, 9%, 1%, 20%, 1%, 11%
[57] CN(C)c1ccc(P(=O)(OCc2ccccc2)C(O)c2ccc(Cl)cc2)cc1 (stereo unspecified)
    -4, -11, -1%, -1%, 8%, 25%, -8%, -11%
[58] O=C(NCc1cccs1)c1ccc2c(c1)N(Cc1cccc(F)c1)C(=O)c1ccccc1S2
    -9, ·, 22%, ·, ·, 7%, ·, ?
[59] CC(=O)Nc1ccc(NC(=O)C(C)OC(=O)CN2C(=O)C3CCCCC3C2=O)cc1 (stereo unspecified)
    6, 1, 14%, -1%, 1%, 15%, 0%, -7%
[60] Cc1ccc2nc(C)cc(NCCO)c2c1
    0, -17, 4%, 7%, 1%, 21%[9.22 µM], -2%, -33%
[61] CCOC(=O)c1c(Nc2ccc(O)cc2)nnc(-c2ccccc2)c1-c1ccccc1
    6, ·, 20%, ·, -5%, -3%, ·, -10%
[62] Clc1cccc(-n2ncc3c(N4CCCCCC4)ncnc32)c1
    14, ·, 18%, ·, ·, -63%[inhibitor], ·, -19%
[63] CCOC(=O)CC(=O)CSc1nc2cc(C)ccc2cc1C
    0, 21, ?, 12%, 1%, -3%, 12%, ?

Screens from PubChem.
